# NPY1 pot ag = potentiates or activates human NPY-Y1 receptor; P25929; NPY-Y1 expressing cells, potentiator/agonist activation; activation, % at 3.6 µM; 220,000 tested, 0.37% active; AID 1304; in the data active = activation above about 33%, passing the limit was not always enough;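 also: cells stimulated with NPY at EC10 then isoproterenol at EC100; 0% = low agonist plus stimulus and 100% = saturating agonist plus stimulus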
# S1P4 agonist = agonists of human S1P4 receptor. 220,000 tested, 0.35% active. activation, % at 4.98 µM. O95977. S1P4-expressing cell line, agonist reporter assay. AID 1509; in the data active = activation above about 11%;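 also: 0% = DMSO vehicle and 100% = reference agonist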
# S1P4 antag = human S1P4 receptor antagonism; O95977; S1P4-expressing cells, antagonist mode, reporter read-out; inhibition, % at 4.98 µM; 220,000 tested, 0.26% active; AID 1510; in the data active = inhibition above about 29%;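 also: 0% = wells stimulated with agonist and 100% = vehicle wells without agonist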
# EP2 mod = modulates human prostaglandin E2 receptor EP2 signaling. EP2-expressing cells, cAMP HTRF FRET, PGE2 co-stimulation. P43116. induction, % at 25 µM. AID 940. 260,000 tested, 0.83% active;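 active = compounds whose cAMP rise, as percent of the full-agonist control response, exceeds 60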;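 also: rat C6 glioma line stably carrying human EP2 under a CMV promoter; the protocol text gives 20 µM as final concentration; 100% = response of wells given 1 µM PGE2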
# Target sequence (P43116 whole entry, looked up): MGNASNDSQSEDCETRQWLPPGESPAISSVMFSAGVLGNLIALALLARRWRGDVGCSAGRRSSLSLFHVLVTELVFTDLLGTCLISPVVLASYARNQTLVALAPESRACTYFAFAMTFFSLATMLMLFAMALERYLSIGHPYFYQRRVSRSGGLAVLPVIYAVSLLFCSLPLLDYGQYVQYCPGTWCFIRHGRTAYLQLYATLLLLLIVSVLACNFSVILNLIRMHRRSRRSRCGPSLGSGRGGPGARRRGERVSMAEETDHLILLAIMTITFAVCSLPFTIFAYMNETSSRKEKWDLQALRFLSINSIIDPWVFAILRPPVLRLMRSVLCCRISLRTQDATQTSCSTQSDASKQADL
# NPY-Y2 PAM-ag = potentiators or agonists of human neuropeptide Y receptor Y2; P49146; cells expressing NPY-Y2, potentiator/agonist read-out; activation, % at 3.6 µM; 220,000 tested, 0.45% active; AID 1359; in the data active = activation above about 27%;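 also: cells stimulated with NPY near EC25 plus isoproterenol at EC100; 0% = vehicle plus submaximal agonist and 100% = vehicle plus saturating agonist; some results beyond the cut were filed as inactive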
# Target sequence (P49146 whole entry, looked up): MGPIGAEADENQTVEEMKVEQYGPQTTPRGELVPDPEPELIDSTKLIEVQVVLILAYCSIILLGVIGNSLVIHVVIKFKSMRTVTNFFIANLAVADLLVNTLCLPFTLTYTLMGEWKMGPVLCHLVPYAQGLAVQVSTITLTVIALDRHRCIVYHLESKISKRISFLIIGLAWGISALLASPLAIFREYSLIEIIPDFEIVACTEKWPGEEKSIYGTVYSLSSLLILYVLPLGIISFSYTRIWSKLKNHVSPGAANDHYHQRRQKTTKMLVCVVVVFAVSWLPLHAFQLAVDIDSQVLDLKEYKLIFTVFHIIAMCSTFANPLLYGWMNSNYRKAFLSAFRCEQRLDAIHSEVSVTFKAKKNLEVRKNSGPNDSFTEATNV
# PGE2 EP2 inh = inhibitors of human EP2 prostaglandin E2 receptor; P43116; C6 glioma cells expressing human EP2, cAMP TR-FRET; cells stimulated with saturating PGE2; inhibition, % at 25 µM; 260,000 tested, 0.52% active;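 active = percent inhibition above 40 after rounding to a whole number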;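 also: rat C6 glioma host cells with rolipram phosphodiesterase inhibitor present; the protocol text gives 20 µM as final concentration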
# NPY Y1 blocker = antagonists of human neuropeptide Y receptor Y1. P25929. HEK293-CNG Y1 cells, membrane potential fluorescence; NPY at EC95, then isoproterenol. inhibition, % at 3.6 µM. 200,000 tested, 1% active. AID 1040;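 active = inhibition above the campaign mean inhibition of all tested compounds plus 3 SD, cut at about 20% in these data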;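 also: 0% = DMSO wells given NPY plus isoproterenol and 100% = isoproterenol alone without NPY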
#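 Material: HEK293 Y1/CNG channel cell line | Also added: NPY (25 nM), isoproterenol (1 µM), Ro 20-1724 (25 µM) | Compound: One concentration, 3.6 µM, in 0.4% DMSO | Schedule: 3 h dye uptake, 1 h room-temperature compound, 45 min post-isoproterenol | Signal: Membrane-potential fluorescent dye readout | Read-out: % inhibition of NPY effect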
# eIF4E 4G PPI = inhibitors of eIF4E and eIF4G interaction in translation initiation; P63073+Q04637; TR-FRET eIF4E-eIF4GI(517-606) binding, 2 h; inhibition, % at 21.7 µM; 220,000 tested, 0.37% active; AID 782;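 active = inhibition above about 30%, limit read from the data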;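 also: 0% = full FRET control wells and 100% = background wells lacking eIF4GI fragment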
# p97 inhibitor = human p97 ATPase inhibition; P55072; recombinant p97 ATPase, Kinase-Glo ATP luminescence, 3 h; inhibition, % at 8 µM; 220,000 tested, 0.42% active; AID 1481; in the data active = inhibition above about 15%;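 also: 0% = DMSO vehicle and 100% = wells lacking enzyme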
# An asterisk follows results filed as active; . = not tested or not shown; & = joins results of further samples; [ ] = another dose, or the depositor's remark. This is a subset, so the mix of outcomes need not match the whole.
# Sample of the layout, two compounds:
SMILES,NPY1 pot ag,S1P4 agonist,S1P4 antag,EP2 mod,NPY-Y2 PAM-ag,PGE2 EP2 inh,NPY Y1 blocker,eIF4E 4G PPI,p97 inhibitor
Cc1ccc(S(=O)(=O)Oc2ccc(/C=N/NC(=O)c3nn(C)cc3Cl)cc2)cc1,-28.1,0.5,-14.7,-54.9,-12.2,16.5,1.9,-1.7,-4.7
COc1ccc(S(=O)(=O)Nc2ccc3c(c2)OCO3)cc1OC,18.7,1.0,-16.6,6.1,13.3,5.3,-7.3,3.1,7.1

# All compounds of this part, from the start:
SMILES,NPY1 pot ag,S1P4 agonist,S1P4 antag,EP2 mod,NPY-Y2 PAM-ag,PGE2 EP2 inh,NPY Y1 blocker,eIF4E 4G PPI,p97 inhibitor
Cc1ccc(S(=O)(=O)Oc2ccc(/C=N/NC(=O)c3nn(C)cc3Cl)cc2)cc1,-28.1,0.5,-14.7,-54.9,-12.2,16.5,1.9,-1.7,-4.7
COc1ccc(S(=O)(=O)Nc2ccc3c(c2)OCO3)cc1OC,18.7,1.0,-16.6,6.1,13.3,5.3,-7.3,3.1,7.1
O=C(CSc1nnc(C2CCCCC2)n1-c1ccccc1)NCc1ccco1,35.2,1.6,-0.6,17.5&-11.9,9.0,3.8&9.3,-5.7,-15.6[fluorescence artefact?],2.0
CCOC(=O)c1cc(-c2ccc(Cl)cc2)nc2c1c(C)nn2CCC#N,-73.9,-1.2,2.5,41.1,-30.6,9.2,24.6*,-3.0[fluorescence artefact?],-7.6
CCS(=O)(=O)Nc1ccc(NC(C)=O)cc1,-9.2,-1.6,13.3,16.9,11.0,6.5,-8.3,2.4,8.0
CC(=O)c1sc(NC(=O)COc2ccc(Cl)cc2Cl)nc1C,12.1,-0.3,-22.6,7.1,-11.2,9.6,1.1,7.7,2.1
COc1ccc(S(=O)(=O)N(CC(=O)N/N=C/c2cccs2)c2ccc(C)cc2)cc1OC,-29.1,-0.5,-12.9,-55.7,-5.7,3.9,5.8,-35.1,5.5
CCn1cc(C(=O)Nc2ccc(OC)c(OC)c2)c2cc(OC)c(OC)cc2c1=O,-18.9,-0.3,-12.2,0.8,-4.9,2.8,3.0,0.8,3.0
COC(=O)c1cnc2ccccc2n1,7.5,-0.1,-9.6,9.1,8.2,18.6,0.6,8.3,0.9
COc1ccc(NC(=O)CC2C(=O)N(c3ccc(F)cc3)C(=S)N2NC(=O)c2ccc(Cl)cc2)cc1 (stereo not given),3.5,1.3,8.9,-28.1,8.8,6.2,-6.6,8.1,2.2
COc1ccc(Nc2nc3c(c(=O)n(C)c(=O)n3C)n2CCO)cc1,-9.5,-0.5,2.6,1.6,-4.7,5.8,-0.3,1.6,0.7
Cc1cccc(C(=O)Nc2ccccc2-c2nnn(CC(=O)Nc3ccc4c(c3)OCCO4)n2)c1,-30.4,2.9,-10.7,-3.2,8.0,8.4,0.3,.,5.7
C/C(=N\NC(=O)C(=O)Nc1cccc(Cl)c1C)c1ccncc1,-6.7,1.3,-2.0,-10.4,5.5,6.2,0.9,1.2[fluorescence artefact?],7.4
O=C(O)COc1ccccc1O,15.1,0.0,5.0,35.8,6.5,5.7,-4.6,15.9,7.0
CC1(C)CC(=O)c2cc(OCC(=O)NCCN3CCOCC3)ccc2O1,-7.2,-0.5,4.5,16.9,1.5,7.1,9.5,8.9[fluorescence artefact?],-2.9
CC1=CN2C(=N)/C(=C/c3ccc([N+](=O)[O-])o3)C(=O)N=C2S1,-0.7,1.1,1.2,-9.5,-1.3,104.3*,-0.9,15.6,8.1
Cn1c(=O)[nH]c(=O)c2c1nc(Br)n2C/C=N/NC(N)=S,-5.9,1.7,10.5,11.6,17.2,6.2,.,2.7,3.1
Cc1ccc(CS(=O)(=O)Cc2ccc(C(=O)NCC3CCCO3)o2)cc1 (stereo not given),-17.7,3.1,-4.0,42.2,2.1,11.0,-1.2,2.3[fluorescence artefact?],4.8
Cc1sc2nc(-c3cccnc3)nc(Cl)c2c1-c1ccccc1,-20.2,1.5,-8.7,26.0,0.5,4.2,-3.5,0.3,2.5
CN(Cc1nc(-c2cccnc2)no1)S(=O)(=O)c1ccc(Br)cc1,-18.2,0.4,-12.8,-21.8,-17.9,0.6,3.5,2.5,-2.6
O=C(O)COc1ccccc1/C=C1\SC(=O)N(Cc2ccc(F)cc2)C1=O,7.2,2.7,8.7,-60.6,-9.9,7.9,-1.4,-0.7,0.5
CC(C)=CCN1CCN(Cc2ccoc2)CC1CCO (stereo not given),-4.7,0.9,2.9,3.0,-2.9,2.7,4.6,-0.6,0.1
O=C(CSc1ccsc1[N+](=O)[O-])NCCc1ccccc1,4.7,-2.5,-17.2,-14.3,8.3,4.3,1.0,3.2[fluorescence artefact?],5.4
COc1ccc(C(=O)N/C(=C\c2cn(S(=O)(=O)N(C)C)c3ccccc23)C(=O)NC(C)C)cc1,-4.1,1.3,-1.8,-5.6,12.7,3.3,0.3,1.2,4.4
Cn1c(CN2CCN(C(=O)c3ccc(F)cc3)CC2)nc2cc([N+](=O)[O-])ccc21,-3.1,4.3,-29.6,4.5,1.8,5.4,-4.9,-1.4,0.1
O=C(NNc1nc2ccccc2o1)c1ccccc1,6.7,-2.2,0.4,-10.6,-15.7,7.0,.,-8.7,-7.2
N#Cc1cnc(NOCc2ccc(Cl)cc2)nc1,19.4,1.0,18.7,1.2,6.9,3.7,0.4,1.1,10.3
CCOC(=O)C(C(=O)Nc1cccc(C)n1)C1CCCCC1 (stereo not given),-15.1,-0.3,8.8,8.4,-3.1,8.5,-8.1,-6.9,-3.1
Cc1nnc(NC(=O)Cn2c(=O)sc3ccccc32)s1,-9.7,-1.9,6.5,-0.8,-2.0,12.2,-2.4,-1.1,-1.1
COc1ccc(NC(=O)C2C3CC/C=C\CCC32)cc1 (stereo not given),11.8,1.3,-2.5,-46.9,-27.8,18.9,.,-2.3,-0.4
O=c1ccn(CCc2c[nH]c3ccccc23)c2c1CCCC2,6.1,1.1,17.5,17.2,11.1,9.0,-3.0,3.2,4.3
O=C(c1ccc(=O)[nH]n1)N1CCc2ccccc2C1,16.8,-0.1,-2.9,-0.6,3.8,15.4,.,6.8,11.6
COc1ccc(/C(C#N)=C/c2cccnc2)cc1,6.0,-0.6,-12.5,11.9,-6.2,4.6,.,-7.9,6.8
Cc1cc(NC(=O)CSCc2ccccc2)no1,2.0,-0.4,-7.8,10.3,7.9,1.8,-0.2,-1.6,3.2
COCCn1nnnc1C(c1cc2ccc(C)cc2[nH]c1=O)N(Cc1ccco1)Cc1cccs1 (stereo not given),-16.7,0.6,0.4,17.8,-3.3,14.9,0.3,-3.7,-7.5
C/C(CC(=O)NCc1ccccc1)=N\NC(=O)c1cnccn1,-1.1,-1.9,-4.0,8.3,31.7,6.8,-0.9,-6.5,5.9
CCCCC(=O)NC(NC(=S)N1CCOCC1)C(Cl)(Cl)Cl (stereo not given),-1.8,-4.0,-4.2,-4.9,-3.2,7.3,9.3,-0.4,-1.8
CCCn1c(N)c(C(=O)CSc2ncc(C(F)(F)F)cc2Cl)c(=O)[nH]c1=O,2.0,-0.1,9.0,3.1,7.4,5.5,-6.0,1.7,1.5
FC(F)(F)c1ccc(Cl)c(NC(=S)NC2CC2)c1,18.0,0.6,0.6,0.1,-1.7,5.7,1.2,19.6,3.5
CCCOc1ccc(/C=c2\sc3ncnn3c2=O)cc1,1.9,1.3,4.3,9.7,-12.3,1.4,4.1,4.9,1.3
COc1ccc(C2CC(c3cccs3)=NN2C(=O)CSC2=NN3CCCC(=O)N=C3S2)cc1 (stereo not given),-11.8,-0.2,-15.3,-6.5,-4.7,10.6,5.6,-1.2,-6.4
CSCCC(NC(=O)c1ccco1)C(=O)NCc1ccc(F)cc1 (stereo not given),-10.5,-4.0,-14.0,25.9,-9.5,15.9,3.7,-2.9,1.0
Cc1cc(C)nc(SCc2ccc(C(=O)NNC(=O)Nc3cccc(Cl)c3)cc2)n1,-12.3,-1.3,-17.8,-8.0,-10.1,3.5,8.2,13.1[fluorescence artefact?],-0.8
Cc1ccc(-c2cn3cc([N+](=O)[O-])ccc3n2)cc1,-32.5,-2.9,-16.3,5.1,-12.2,2.3,1.6,-2.5,1.2
O=S(=O)(CC12C3C4C5C1C2C(Br)(C43)C51OCCO1)c1ccccc1 (stereo not given),6.8,1.6,-32.4,15.4,-1.3,2.4,-0.4,-22.7,-8.5
O=C(NC1=NCCS1)C1CC(=O)N(c2ccccc2)C1 (stereo not given),-1.2,0.7,-9.0,16.4,0.0,8.4,-3.9,-16.0,0.2
COc1ccc(Cn2c(CCC(=O)O)nc3cccnc32)cc1,-13.5,-1.0,-2.3,-1.8,1.4,8.6,-0.4,0.4[fluorescence artefact?],5.5
CCCc1nc2ccccc2c(C(=O)OCC(=O)N2CCc3ccccc32)c1CC,5.4,-4.2,0.3,23.7,-6.6,11.3,-2.3,0.7,-0.9
Cc1cc(C(=O)Nc2ccccc2N2CCOCC2)c(C)o1,-5.6,1.2,4.3,0.4,-12.3,10.7,.,-0.8,-6.4
Clc1cccc(Cl)c1CSc1cc2c(nn1)-c1ccccc1CC2,-10.3,4.0,-8.8,17.4,-4.5,7.5,-2.5,-1.2,0.6
O=C(Cn1cc(C(F)(F)F)ccc1=O)N/N=C/c1ccc(Cl)c(Cl)c1,7.3,-1.1,-5.6,-3.7,-9.9,8.0,2.2,4.7,-3.3
c1ccc(-c2cc3c(N4CCOCC4)ncnc3s2)cc1,6.8,-1.6,-9.3,-3.5,-2.2,19.1,-3.6,12.9[fluorescence artefact?],4.8
CN(C)CCNC(C(=O)Nc1cc(Cl)cc(Cl)c1)c1ccccc1 (stereo not given),0.3,0.6,1.0,-45.3,-7.3,4.4,9.1,0.9,-0.4
O=C(Cc1ccc(Cl)cc1)Nc1cccc(-c2nnc(-c3ccco3)o2)c1,-2.7,0.5,-6.5,-4.9,-0.6,3.9,4.2,.,8.8
COc1ccc(CN(CCO)CCO)cc1[N+](=O)[O-],-3.1,1.1,-15.4,14.8,9.2,12.1,1.3,4.6,8.2
CCCCOc1ccc(CON(C(C)=O)C(C)=O)cc1Cl,10.7,1.0,3.6,2.8,-14.7,8.7,.,0.1,-0.1
Cc1ccc(S(=O)(=O)Nc2ccc3c(c2)nc(CCN2CCOCC2)n3C)cc1,-6.7,0.7,-3.6,-3.7,-11.9,7.2,.,-1.1,-5.4
Cc1cc(C(F)F)n2ncc(C(=O)N3CCC(C(N)=O)CC3)c2n1,-12.4,1.4,-8.7,24.3,-13.3,12.2,0.9,-0.2,-3.5
CCOc1cc(/C=N\NC(N)=O)cc(Br)c1OC(C)C,-14.9,0.8,-3.6,17.9,-1.8,3.2,-29.4,-0.4,-5.3
CCN(CC)c1ccc(/C=N/N=C(c2ccccc2)c2ccccc2)c(O)c1,28.8,0.1,2.1,-2.1,15.3,4.3,-0.3,9.3,0.7
Cn1c(SCC(=O)c2ccccc2)nnc1-c1ccncc1,3.4,1.8,6.8,20.6,-0.5,4.9,-1.8,-3.7,1.9
O=C(OCC(=O)c1cccs1)c1cccc(C(=O)OCC(=O)c2cccs2)n1,11.1,-0.1,6.6,-31.9&3.6,4.3,10.4&7.6,-3.3,0.7,-0.7
